TRPV1 ag – activates the human vanilloid receptor TRPV1; Q8NER1; TRPV1-expressing cells, Fluo-8 calcium influx, agonist mode; activation, % at 8.33 µM; 320,000 compounds, 0.19% hits; AID 540275; in the data active = activation above about 80%; inconclusive = between about 30% and that limit; note: 0% is about no effect
Target sequence (Q8NER1 whole entry, looked up): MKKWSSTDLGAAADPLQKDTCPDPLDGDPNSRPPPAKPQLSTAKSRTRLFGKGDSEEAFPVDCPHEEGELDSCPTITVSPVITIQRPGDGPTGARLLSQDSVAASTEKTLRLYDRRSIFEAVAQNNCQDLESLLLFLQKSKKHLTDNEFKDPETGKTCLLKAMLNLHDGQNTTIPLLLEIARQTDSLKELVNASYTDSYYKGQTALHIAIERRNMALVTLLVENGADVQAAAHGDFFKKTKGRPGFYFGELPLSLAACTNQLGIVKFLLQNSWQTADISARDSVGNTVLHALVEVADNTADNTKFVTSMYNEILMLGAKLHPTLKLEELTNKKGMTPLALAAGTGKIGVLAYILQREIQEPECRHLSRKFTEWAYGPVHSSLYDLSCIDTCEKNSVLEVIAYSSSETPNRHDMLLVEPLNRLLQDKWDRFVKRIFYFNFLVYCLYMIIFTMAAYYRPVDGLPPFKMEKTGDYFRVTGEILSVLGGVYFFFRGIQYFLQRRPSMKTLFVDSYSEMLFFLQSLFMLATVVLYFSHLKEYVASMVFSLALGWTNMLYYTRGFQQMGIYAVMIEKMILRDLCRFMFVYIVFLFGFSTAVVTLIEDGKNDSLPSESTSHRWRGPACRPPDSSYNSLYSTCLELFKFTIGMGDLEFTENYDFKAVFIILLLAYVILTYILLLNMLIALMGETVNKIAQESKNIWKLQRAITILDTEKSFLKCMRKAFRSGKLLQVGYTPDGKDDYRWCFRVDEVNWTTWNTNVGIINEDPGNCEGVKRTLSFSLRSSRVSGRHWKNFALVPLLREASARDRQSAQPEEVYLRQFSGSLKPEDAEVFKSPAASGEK
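Cells expressing TRPV1 were dye-loaded with Fluo-8 and read kinetically: 10 s baseline, 3 min after compound (agonist portion), then 2 min after EC20 capsaicin (allosteric enhancer portion). Calcium-bound dye fluorescence at 480/520 nm.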
TCR act – activates T cell receptor signaling; primary human leukocytes, anti-CD3, IL-2 HTRF, 48 h; Potency, µM (titrated, usually from 9.22 µM), for inactives: top-dose activation of IL-2 secretion, usual class: activators; 330,000 tested, under 10 active; AID 504894; note: % of control where 0% means no effect
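Primary human leukocytes receive a-CD3 beads and test compound and are incubated 48 hr. Secreted IL-2 is then assayed by HTRF, measuring 665nm acceptor emission after 320nm excitation of the europium donor.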
MLL CXXC-DNA inh – inhibitors of human MLL CXXC domain-DNA interaction; MLL-CXXC / FITC-HOXA9 DNA fluorescence polarization; 290,000 compounds, 0.037% hits; Q03164; Potency, µM (doses to about 115 µM), without a hit: at the top dose activity change, negative = inhibition, actives largely listed as inhibitors; active = well fitted inhibition curve with a large enough effect in the polarisation, with a control signal flat, not every such curve was filed as active; inconclusive = small, poorly fitted or top-dose-only effect, or effect the other way, or a change in a side signal; inactive = no such curve, though single readings can be large or run the other way; the % refers to the polarisation; note: potency is the fitted concentration of half-maximal effect
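Fluorescence polarization: 7 uM MLL-CXXC (stock) preincubated 5 min with compounds, then 50 nM fluorescein-HOX-A9 DNA (stock) added; 30 min ambient. Buffer 50 mM Tris-HCl pH 7.5, 50 mM NaCl, 1 mM DTT, 0.05% BSA.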
B2AR arrestin – beta2AR (human) beta-arrestin recruitment activity; 330,000 compounds, 0.02% hits; AID 492947; beta-arrestin recruitment to beta2AR, cell-based reporter; Potency, µM (top dose mostly 46.1 µM), inactives show at the top dose activation, hits mostly activators; P07550;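 note: potency is the fitted concentration of half-maximal effect; 0% = DMSO controls and full agonism = EC100 isoproterenol or metaproterenol; nearly all actives have a fitted effect of over 65% in size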
p53 reactivation – restores transcriptional activity of mutant p53; 320,000 compounds, 0.063% hits; H1299 p53-A138V BP100-luciferase reporter, luminescence, 24 h; Potency, µM (top dose mostly 92.2 µM), inactives show at the highest dose activity change, positive = activation, actives largely listed as activators; note: potency is the fitted concentration of half-maximal effect; % of control where 0% means no effect; nearly all actives have a fitted effect of over 45% in size
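H1299 (p53-null), stable ts p53-A138V + BP100-Luc; 1000 cells/well, Opti-MEM/10% FBS; cpd 4 pt, 1:5; 24 h, 37 deg C, 5% CO2; detection reagent 10 min RT; luminescence.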
TSG101-PTAP inh – blocks PTAP/TSG101 interaction to inhibit HIV-1 budding. AID 493005. Q99816. 340,000 tested, under 10 active. Potency, µM (top dose mostly 115 µM), inactives show at the highest dose activity change, negative = inhibition, most hits filed as inhibitors. Fluorescence polarization, FITC-PTAP peptide / Tsg101 binding; active = well fitted inhibition curve with a large enough effect in the main read-out, with a control signal flat, not every such curve was filed as active; inconclusive = small, poorly fitted or top-dose-only effect, or effect the other way, or a change in a side signal; inactive = no such curve, though single readings can be large or run the other way; note: potency is the fitted concentration of half-maximal effect; % of control where 0% means no effect
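Compounds were pin-transferred onto Tsg101 binding domain (10 uM final) in HEPES pH 7.5 buffer, then FITC-PTAP peptide was added at 50 nM final. After 20 min at RT, polarization reported peptide displacement across a qHTS concentration series.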
Integrin act MD – activates integrin-mediated alleviation for muscular dystrophy; alpha7betagal myoblasts, beta-gal FDG fluorescence, 48 h; AID 624291; 350,000 compounds, 0.064% hits; Potency, µM (doses to about 38.3 µM), without a hit: at the highest dose activation, most hits filed as activators;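 note: potency is the fitted concentration of half-maximal effect; 100% = response of the positive control SU9516; nearly all actives have a fitted effect of over 60% in size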
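alpha7betagal+/- myoblasts (passage 13, 250/well) treated 48 h at 37C with compounds at 1:260 dilution of DMSO stock. Lysed, then beta-galactosidase activity read as FDG fluorescence (ex 480/em 540) after 30 min, with pre-read for autofluorescence.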
BRCA1 expr act – increases BRCA1 expression; Potency, µM (top dose mostly 46.1 µM), without a hit: at the highest dose activation, usual class: activators; MCF7-BRCA1-FFLuc reporter, luminescence, 48 h; response scale: scaled: vehicle 0%, 10 µM genistein 100%; AID 624202; 380,000 compounds, 1.1% hits; note: potency is the fitted concentration of half-maximal effect; nearly all actives have a fitted effect of over 80% in size; some results filed as inactive show a strong effect at the top dose
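First, MCF7-BRCA1-FFLuc cells (2000/well) attach for 2 h; next, compounds are pin-added and incubated 48 h at 37 °C; finally, luciferase reagent is added and luminescence read after 15 min.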
A-T KAP1 phos – potential ataxia-telangiectasia treatments restoring KAP-1 phosphorylation; Potency, µM (highest dose often 57.5 µM), for inactives: at the highest dose activation, hits mostly activators; 320,000 compounds, 0.19% hits; […] A-T fibroblasts, KAP-1 phosphorylation AlphaLISA; neocarzinostatin DNA damage 30 min before lysis; note: potency is the fitted concentration of half-maximal effect; % of control where 0% means no effect; nearly all actives have a fitted effect of over 45% in size
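hTERT-immortalized A-T patient fibroblasts ([…]), 500 cells/well in OPTI-MEM, 1% FBS, got compounds for 60 min, then NCS for 30 min at 37C. Lysates were then assayed for phospho-KAP-1 by AlphaLISA (anti-pKAP1 donor, anti-KAP1 acceptor beads), 6 hr at 25C.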
ELG1 DNA repair – blocks ELG1-dependent DNA repair in HEK293T cells | HEK293T ELG1-luciferase reporter, luminescence, 16 h; DNA damage induced by 5-fluorouridine | Potency, µM (series often up to 46.1 µM), for the others: at the top dose activity change, negative = inhibition, usual class: inhibitors | 330,000 compounds, 2.3% hits; note: potency is the fitted concentration of half-maximal effect; % is set by controls: 0 for no effect and ±100 for the full control effect; nearly all actives have a fitted effect of over 55% in size
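HEK293T cells expressing luciferase-tagged ELG1 (2,000/well) received 5-Fluorouridine plus compound or DMSO for 16 hr at 37 °C. Luciferase was read by ONE-Glo luminescence after 30 min at room temperature.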
* hit, by the source's call; u = inconclusive; x = no result given; [ ] = dose if it differs, or a comment. Unless noted, calls come from the whole dose curve; as a rule, active = well fitted curve in the direction sought with a large enough effect; inconclusive = small, poorly fitted or top-dose-only effect, or another doubt; inactive = no such curve, though single readings can be large; an effect the other way counts as inactive or inconclusive.

Order of results: TRPV1 ag, TCR act, MLL CXXC-DNA inh, B2AR arrestin, p53 reactivation, TSG101-PTAP inh, Integrin act MD, BRCA1 expr act, A-T KAP1 phos, ELG1 DNA repair
CC(=O)Nc1cc(NC(C)=O)cc(C(=O)OCC(=O)c2ccc3c(c2)OCO3)c1
→ 2, -1%, x, -0.5%, -2%, 2%, 7%, 8%, 6%, u
O=C(CN1CCc2ccccc2C1)c1cccs1
→ -3, 6%, 2%, 0.0%, 8%, -1%, -3%, -19%, -7%, u
CCOc1ccc(NC(=O)CCC(=O)NNC(=O)Nc2cccc(Cl)c2)cc1
→ 1, -5%, -3%, -0.2%, 0%, 0%, 17%, -14%, 3%, u
C#CC1(NC(=O)N(C)C)CCCCC1
→ -4, 2%, 61%[activator], -0.6%, 2%, -10%, 6%, -28%, -6%, u
Nn1cc(-c2ccccc2)nc1SCC(=O)NCC1CCCO1 (stereo not given)
→ 1, 0%, -2%, -0.1%, 3%, -2%, -15%, 18%, 2%, 9%
CN(C)c1nc(OCCNC(=O)COc2ccc(Cl)cc2Cl)nc(N2CCOCC2)n1
→ 7, -6%, -2%, -0.2%, -4%, -5%, 22%, -1%, -1%, u
O=C1CCCc2[nH]c3cccc(/C(=C/c4ccccc4)c4ccccc4)c3c21
→ u, 18%, -7%, -0.9%, x, 1%, 1%, -9%, -1%, -2%
Cc1ccc(-n2c(SCC(=O)NCc3ccco3)nc3c(sc4ccccc43)c2=O)cc1
→ -5, -5%[46.1 µM], 3%, u, 3%, -9%, -10%, -24%, 8%, u
Cc1ccc(CNC(=O)COC(=O)c2cccnc2Cl)cc1
→ x, -4%[46.1 µM], x, -0.4%, 7%, 0%, 15%, 13%, -2%, 7%
COCCN1Cc2cccc(C(=O)NCc3ccccc3OC)c2C1=O
→ 1, 1%, 0%, 0.2%, -6%, -6%, 9%, -37%, 2%, 1%
Cc1ccc(N=CC2=C(O)CC(C)(C)CC2=O)nc1
→ -2, 2%, 8%, 0.3%, 4%, 0%, u, -3%, 3%, 7%
CN1CCN(c2nc3c(c(=O)n(C)c(=O)n3C)n2CCSc2nc3ccccc3s2)CC1
→ -2, 6%, -3%, -0.9%, 0%, -8%, 6%, -12%, -4%, 10%
CN(C)S(=O)(=O)c1ccc(NC(=O)C2COc3ccccc3O2)cc1 (stereo not given)
→ 2, -6%[46.1 µM], -7%, -0.2%, 14%, -1%, 5%, 23%, -4%, 12%
COc1cccc(-n2c(SCC#N)nnc2-c2cnccn2)c1
→ -3, -6%, -6%, 0.2%, -2%, -2%, -6%, -2%, 2%, 9%
Cc1nc2ccccn2c1P(=Nc1ccccc1)(N(C)C)N(C)C
→ 0, -12%, 1%, -1.3%, -5%, -4%, 43%, -4%, 13%, 2%

Other records
Order of results: TRPV1 ag, TCR act, MLL CXXC-DNA inh, B2AR arrestin, p53 reactivation, TSG101-PTAP inh, Integrin act MD, BRCA1 expr act, A-T KAP1 phos, ELG1 DNA repair
CCOc1ccc(NC(=S)NC(=O)c2cncc(Br)c2)cc1
→ x, 4%, x, x, x, 2%, -8%, 29%, x, x
CCc1nnc(NC(=O)C2(C)COC(c3ccc(OC)cc3)OC2)s1 (stereo not given)
→ -2, -5%, 1%, 0.3%, -2%, -6%, 3%, 12%, 2%, u
Cc1cc(C)nc(N(C#N)Cc2ccc(Br)cc2)n1
→ 4, -1%, 1%, 0.4%, -6%, -9%, -10%, 16%, 6%, 23%
Nn1c(SCc2ccccn2)nncc1=O
→ 2, 1%, 8%, 0.2%, 4%, -2%, 13%, -15%, 2%, -12%
Cc1ccc(S(=O)(=O)N(C)c2ccc(C(=O)Nc3ccccn3)cc2)cc1
→ 27, 2%, x, 0.2%, -3%, 0%, -36%, -8%, -1%, u
CC(C)OC(=O)C1C(=O)CC(C)(O)C(C(=O)OC(C)C)C1c1ccccc1 (stereo not given)
→ 22, -1%, -7%, 0.2%, 4%, 0%, 18%, -20%, -3%, 9%
CCOC(=O)CC1C(=O)NCCN1C(=O)c1cccc(C(F)(F)F)c1 (stereo not given)
→ 2, 3%, -2%, -0.1%, 22%, 5%, 9%, -1%, 5%, 8%
O=C(CCN1C(=O)NC2(CCCC2)C1=O)Nc1cccc(S(=O)(=O)N2CCOCC2)c1
→ 0, -1%, x, 0.3%, -1%, -10%, -17%, -4%, 1%, 12%
CCN(CC)S(=O)(=O)c1cccc(-c2nnc(SCC(N)=O)n2N)c1
→ 0, -3%, -4%, 0.1%, 0%, 1%, -8%, 4%, 18%, 14%
O=C(CSc1ccsc1[N+](=O)[O-])Nc1cc(F)ccc1F
→ 3, 15%, 10%, 0.1%, 11%, -2%, 5%, -18%, -10%, 23%
COc1ccc(/C=C/C(=O)Nc2ccc(S(=O)(=O)Nc3onc(C)c3C)cc2)cc1OC
→ 3, -21%, u, -0.4%, 6%, -5%, u, 8%, 1%, 9%
CSc1cccc(NS(=O)(=O)c2cn(C)cn2)c1
→ 2, -2%, -1%, 0.1%, 21%, -2%, -1%, -8%, -4%, 20%
CCOC(=O)c1cnc(-c2ccccc2)nc1-c1ccccc1
→ u, -5%, -1%, 0.1%, 1%, 0%, -9%, -38%, u, 0%
CC(=O)N(C)c1ccc(NC(=O)C(F)(F)F)cc1
→ 4, 4%[46.1 µM], -8%, 0.0%, -3%, 0%, 10%, 8%, -3%, 11%
COc1ccc(Cc2c(O)nc(SCC(=O)c3ccc(OC)cc3)[nH]c2=O)cc1
→ 1, -1%, -1%, 0.0%, 10%, -3%, 4%, -20%, 0%, u

(listing goes on)
Order of results: TRPV1 ag, TCR act, MLL CXXC-DNA inh, B2AR arrestin, p53 reactivation, TSG101-PTAP inh, Integrin act MD, BRCA1 expr act, A-T KAP1 phos, ELG1 DNA repair
COc1ccc(N2CCN(S(=O)(=O)c3ccc(-c4cc(C)no4)s3)CC2)cc1
→ -2, -3%, 13%, -0.1%, -4%, -3%, 8%, 3%, 1%, u
COc1ccc(-n2cnc3cc(NC(=O)c4ccco4)ccc32)cc1
→ -1, 1%, -3%, -0.4%, 3%, 0%, -15%, 32%, 6%, 20%
Cc1cc(NS(=O)(=O)c2ccc(NC(=O)CCCOc3ccccc3C)cc2)no1
→ 3, -2%, -8%, -0.6%, -3%, -2%, 8%, 0%, 1%, 1%
O=C1CC2(CCN(C(=O)c3c(F)cccc3Cl)CC2)Oc2ccccc21
→ 15, -2%, x, 0.0%, -6%, -8%, 24%, -28%, 3%, -4%
O=C(COc1ccc([N+](=O)[O-])cc1)Nc1nnc(-c2cccnc2)s1
→ -2, 0%, 3%, -0.6%, 3%, -1%, 19%, -25%, 2%, u
CC(C)CN(C(=O)COC(=O)CNC(=O)c1ccccc1)c1c(N)n(Cc2ccccc2)c(=O)[nH]c1=O
→ 1, -1%, x, 0.3%, 0%, 0%, 16%, -4%, 4%, 16%
CCCOc1ccc(C(C)=O)cc1CC(C(=O)OCC)C(=O)OCC
→ u, x, 2%, 0.1%, 6%, -2%, -14%, 7%, 8%, -6%
COc1ccc(C)cc1NC(=O)CCN1CCN(C/C=C/c2ccccc2)CC1
→ 6, 5%, -9%, -0.9%, 12%, 1%, -15%, -39%, 1%, -10%
COCCn1c(=N)c(S(=O)(=O)c2ccc(F)cc2)cc2c(=O)n3ccccc3nc21
→ 0, 3%, 10%, 0.3%, -6%, -5%, 13%, 17%, -1%, 0%
COc1ccc(-c2cn3cc(C)ccc3n2)cc1OC
→ 1, 3%, 5%, -0.3%, u, -5%, 11%, -11%, -2%, u
Fc1ccc(C2=CC(c3ccco3)n3nnnc3N2)cc1 (stereo not given)
→ 18, -1%, -4%, -0.9%, 19%, -3%, -31%, -3%, -9%, 8%
O=C(COC(=O)CNC(=O)c1cccc([N+](=O)[O-])c1)Nc1nc2ccccc2s1
→ 0, -2%[46.1 µM], 1%, 0.0%, 7%, 1%, 5%, 48%, -5%, 7%
COc1ccc(C(=O)N2CC3(CC(c4cccc(NC(=O)CC(c5ccccc5)c5ccccc5)c4)=NO3)C[C@H]2C(N)=O)cc1 (stereo not given in full)
→ 1, -11%, 9%, -0.1%, 7%, 0%, 1%, 0%, 13%, -16%
Cc1c(NC(=O)C2Cc3ccccc3CN2C(=O)c2ccco2)c(=O)n(-c2ccccc2)n1C (stereo not given)
→ 1, -2%, -9%, 3.2%, 9%, -4%, 2%, 5%, 8%, -2%
CC(=O)Oc1ccc(-c2cccc(C(=O)NCCO)c2)cc1
→ 1, 2%, -5%, 0.2%, 1%, 0%, 1%, 1%, 6%, u
Cc1ccc(OCCOCCn2cnc3ccccc3c2=O)c([N+](=O)[O-])c1
→ 1, -5%[46.1 µM], 1%, -0.8%, 10%, 4%, 2%, 1%, 6%, 0%
COc1ccc(/C=N/OC/C(O)=C(\C#N)c2nc3ccccc3[nH]2)cc1
→ 3, 1%, -20%, -0.5%, -5%, -3%, -16%, -11%, 1%, 24%

High-throughput results: PubChem BioAssay, National Center for Advancing Translational Sciences (NCATS)
